High-throughput results from PubChem.
Dengue inhibitors: Dengue virus cytopathic effect inhibitors, cell-based, CPE readout, HTS (AID 540333); actives 3.1% (n = 10,000); Dengue virus CPE inhibition in host cells; active compounds read high; CPE inhibition, % at 20 µM; in the data active means CPE inhibition mostly above about 9.1%, no sharp cut-off; inactive means mostly below about 7.2%
* hit, by the source's call; i = inactive. Some of the compounds tested (hit frequency here may not be typical).

SMILES | Dengue inhibitors
O=C(COC(=O)CC1c2ccccc2CCN1S(=O)(=O)c1ccc(F)cc1)Nc1ccccc1 (configuration not stated) | 0.1
O=C(CCCC(=O)OCC(Cl)=C(Cl)Cl)Nc1ccccc1 | 0.1
Cn1nccc1C(=O)Nc1ccn(C23CC4CC(CC(C4)C2)C3)n1 | 1.2
Cc1ccc(NC2=C(Cl)C(=O)OC2OC(=O)c2ccco2)cc1C (configuration not stated) | 14.0*
Cc1ccc(/C=C/C(=O)O)cc1S(=O)(=O)N(C)CCO | 0.3
Cc1cccc(NC(=O)CSc2nnc(C)c(=O)n2N)c1C | 0.8
CCCCOc1cccc(C(=O)NC(=S)Nc2cccc(C(F)(F)F)c2)c1 | 1.6
CC1=C(C(=O)OCc2ccccc2)C(/C=C/c2ccccc2)N2C(=O)CCSC2=N1 (configuration not stated) | 2.8
Cc1ccc(-c2[nH]nc3c2C(C)C(C#N)=C(N)O3)cc1 (configuration not stated) | i
COc1ccc(C)cc1NC(=S)N1CCN(S(C)(=O)=O)CC1 | 0.1

A few values from the list:
CCCCOc1cccc(C(=O)NC(=S)Nc2cccc(C(F)(F)F)c2)c1 in Dengue inhibitors: 1.6
CC1=C(C(=O)OCc2ccccc2)C(/C=C/c2ccccc2)N2C(=O)CCSC2=N1 (configuration not stated) in Dengue inhibitors: 2.8

The list continues.
SMILES | Dengue inhibitors
COc1cc(/C=N\NC(=O)CNC(=O)C2COc3ccccc3O2)ccc1O (configuration not stated) | 0.2
O=C(Nc1cc([N+](=O)[O-])ccc1Cl)C1CC1 | i
CCO[C@@H]1OC(C(=O)NCc2nc3ccccc3[nH]2)=C[C@H](c2coc3ccccc3c2=O)[C@H]1CCCO | 0.1
CC(C)(CSc1ccccn1)NS(=O)(=O)c1ccc(Cl)cc1 | 0.6
CC(=O)c1ccc(N2CCN(C(=S)Nc3ccccc3F)CC2)cc1 | 2.4
CCSc1nnc(NC(=O)C2CCCCC2C(=O)O)s1 (configuration not stated) | 1.0
CCOC(=O)C1C(c2cc(OC)c(O)c(OC)c2)NC(=S)NC1(O)C(F)(F)F (configuration not stated) | i
COc1cc(/C=N/NC(=O)Cc2cccs2)c([N+](=O)[O-])cc1OC | 0.1
Cc1cccc(S(=O)(=O)NC(Cc2c[nH]c3ccccc23)C(=O)O)c1 (configuration not stated) | 0.0
Cc1cccc(C(=O)NNC(=O)CCC(=O)Nc2cccc(Cl)c2C)c1 | 0.9
Cc1c(C(=O)NC(C(C)C)C(C)C)cccc1[N+](=O)[O-] | 0.0
COc1cccc(OCCOCC(O)CN2CCN(Cc3ccc(Cl)cc3)CC2)c1 (configuration not stated) | 0.5
COC(=O)c1ccc(OC(=O)CCN2C(=O)C3C4c5ccccc5C(c5ccccc54)C3C2=O)cc1 (configuration not stated) | i
Cc1cccc(NC(=O)/C(C#N)=C/c2cn(CC(=O)NCc3ccco3)c3ccccc23)c1C | 0.7
NCCCC[C@H]1CN=C(N)N1CC1CCCCC1 | 0.4
O=C1CN(C(=O)CSc2nnc(Nc3ccccc3)s2)c2ccccc2N1 | i
Cc1cc(=O)oc2cc(OCCCN3C(=O)c4ccccc4C3=O)ccc12 | 2.0
COc1ccccc1NC(=S)N1CCN(Cc2ccccc2)CC1 | 0.1
O=C(CCC(=O)N/N=C/c1ccc(Br)s1)NCc1ccccc1 | 0.0
O=C(/C=C/c1ccccc1[N+](=O)[O-])Nc1cccnc1 | i
O=C1CC(c2ccc(F)cc2)c2cc3c(cc2N1)CCC3 (configuration not stated) | 6.4
COc1ccccc1NC(=S)Nc1ccccn1 | 1.2
Cc1ccccc1NC(=S)NC1CCN(Cc2ccccc2)CC1 | 0.0
Cc1ccc(S(=O)(=O)N(C)C)cc1-n1c(SCC(=O)Nc2ccccc2)nc2ccccc2c1=O | 0.4
O=C(COC(=O)c1cccc(S(=O)(=O)N2CCCCC2)c1)NC1CCCc2ccccc21 (configuration not stated) | i
CC(NC(=O)COC(=O)Cc1ccsc1)c1ccccc1 (configuration not stated) | 0.6
O=C(C[n+]1cc(-c2ccc(Cl)cc2)n2c1CCC2)N1c2ccccc2Sc2ccccc21 | 2.1
O=C(NCc1cccnc1)c1ccc(-c2ccccc2[N+](=O)[O-])o1 | 0.2
CCC(=O)N1CCc2cc(S(=O)(=O)NC(Cc3ccccc3)C(=O)NC3CCCCC3)ccc21 (configuration not stated) | i
O=C(c1ccco1)N1CCN(CCCCOc2cccc3ccccc23)CC1 | i
Cn1c(N/N=C\c2cccc(O)c2)cc(=O)n(C)c1=O | 1.0
Cc1nn(C)c(-c2n[nH]c(=S)n2-c2ccccc2)c1Cl | 0.4
Cc1cc2cc(C)c3nnc(SCC(=O)Nc4ccc(S(=O)(=O)N5CCCCC5C)cc4)n3c2cc1C (configuration not stated) | i
COc1ccc(C(=O)/C=C/Nc2ccc(S(=O)(=O)Nc3cccc(C(C)=O)c3)cc2)cc1 | 1.1
COc1ccc(NC(=O)CCC(=O)OCc2ccc(Br)cc2)cc1 | 0.3
CCN=C1S/C(=C\c2ccc(N3CCOCC3)cc2C)C(=O)N1CC | 0.4
CCOc1ccc(S(=O)(=O)NNC(=S)Nc2ccc(Br)cc2)cc1 | i
CC(NC(=O)CCCOc1ccc(Cl)cc1)c1ccccc1 (configuration not stated) | i
COc1cccc(NC(=O)CN(C)C(=O)/C=C/c2cc(OC)ccc2OC)c1 | i
COC(=O)c1c(NC(=O)CN(c2ccccc2)S(C)(=O)=O)sc2c1CCCC2 | 18.0*

Filtered by structure, those above with a CF3 group (2)
SMILES | Dengue inhibitors
CCCCOc1cccc(C(=O)NC(=S)Nc2cccc(C(F)(F)F)c2)c1 | 1.6
CCOC(=O)C1C(c2cc(OC)c(O)c(OC)c2)NC(=S)NC1(O)C(F)(F)F (configuration not stated) | i

Following part
SMILES | Dengue inhibitors
O=C(COc1ccc(Cl)cc1)OCc1csc(Nc2ccccc2)n1 | i
COC(=O)Cn1c(=NC(=O)c2cc(OC)c(OC)c(OC)c2)sc2cc(OC)ccc21 | i
COC(=O)Cn1c(N)[n+](Cc2ccccc2)c2ccccc21 | 2.7
Cn1c2ccccc2c(=O)c2cc(C#Cc3ccsc3)ccc21 | 5.2
Cc1cc(NC(=O)c2cc([N+](=O)[O-])cc([N+](=O)[O-])c2)n(-c2ccccc2)n1 | 2.0
CC(C)CN1CCC(C(=O)N2CCN(c3ccccc3F)CC2)CC1 | i
COc1ccccc1CNC(=O)CCSCc1cccc(Cl)c1 | i
CCC(CC)NC(=O)c1oc2ccccc2c1COc1ccccc1 | 6.2
COc1ccc(S(=O)(=O)N2CCOCC2)cc1NC(=O)c1ccccc1-c1ccc(C(F)(F)F)cc1 | 2.0
O=C(OCc1cc(=O)n2c(n1)sc1ccccc12)c1cccc(O)c1 | 1.6
COc1ccc(NS(=O)(=O)c2ccc(C)c(NC(=O)NC3CCCCC3)c2)cc1 | 7.3*
O=C(Nc1cccc(S(=O)(=O)NCc2ccco2)c1)c1cc(-c2ccc(F)cc2)nc2ccccc12 | 4.5
Cc1cccc(Nc2nnc(SCC(=O)NC3CCCc4ccccc43)s2)c1C (configuration not stated) | 14.5*
Cc1[nH]c2ccccc2c1C(=O)/C=C/c1ccccc1Cl | 1.2
O=C(Nc1ccn(-c2ccccc2)n1)c1ccc(Cl)cc1 | 0.2
COC(=O)C1=CN(c2ccc(OC)cc2)C=C(C(=O)OC)C1c1ccc(C)c([N+](=O)[O-])c1 | 1.8
N/C(Cc1ccc([N+](=O)[O-])cc1)=N\OC(=O)Cc1ccc(Cl)cc1 | i
COc1ccc(S(=O)(=O)N2CCSC2)cc1C | i
Cc1ccc(C)c(NC(=O)COC(=O)CC2c3ccccc3CCN2S(=O)(=O)c2ccc(F)cc2)c1 (configuration not stated) | i
Cc1ccccc1N=C1SCC(=O)N1Cc1ccccc1 | 0.1
COc1cc(CNC(C)(C)C)cc(Br)c1OCc1cccs1 | i
CCNC(=O)COC(=O)c1csc2c1CCCC2 | 1.1
Cc1cc(C)c(S(=O)(=O)n2c([N+](=O)[O-])cnc2C)cc1C | 0.3
O=C(Nc1ccc(NC(=O)c2sc3ccccc3c2Cl)cc1)c1ccco1 | i
Cc1ccc[n+](C(C)C(=O)c2ccc(-c3ccccc3)cc2)c1 (configuration not stated) | 1.6
O=[N+]([O-])c1cccc(/C([O-])=C(/C(=S)Nc2ccccc2)[n+]2ccccc2)c1 | i
O=S(=O)(c1ccc(F)cc1)N1CCN(C(=S)NCc2ccco2)CC1 | 0.8
CC(=O)[C@@H]1[C@@H](C(=O)c2ccc(C)cc2)[C@]2(C(=O)Nc3ccccc32)[C@H]2C=Cc3cc(F)ccc3N12 | 1.2
O=C(/C=C/c1ccccc1)NC1CCS(=O)(=O)C1 (configuration not stated) | 0.1
CCN(CC)S(=O)(=O)c1ccc(C(=O)Nc2cc3oc4ccccc4c3cc2OC)cc1 | 1.7

Molecules from the list above with bromine, in the order listed:
SMILES | Dengue inhibitors
O=C(CCC(=O)N/N=C/c1ccc(Br)s1)NCc1ccccc1 | 0.0
COc1ccc(NC(=O)CCC(=O)OCc2ccc(Br)cc2)cc1 | 0.3
CCOc1ccc(S(=O)(=O)NNC(=S)Nc2ccc(Br)cc2)cc1 | i
COc1cc(CNC(C)(C)C)cc(Br)c1OCc1cccs1 | i

(listing goes on)
SMILES | Dengue inhibitors
O=C(Cn1nnc2ccccc21)N/N=C\c1cccs1 | 2.5
CCN=C1NN=C(c2cc(C)n(Cc3ccco3)c2C)CS1 | 8.3
CNc1nc2ccccc2n1N | i
COCCNC(=S)N/N=C(\C)c1cc2ccccc2o1 | i
O=C(NC(=S)Nc1c(Cl)ccc2nsnc12)c1ccco1 | 0.1
COc1cccc(C2C(C(=O)c3ccco3)=C(O)C(=O)N2CCN(C)C)c1OC (configuration not stated) | 2.1
O=C(Nc1nnc(-c2ccc(Cl)cc2)o1)C1=COCCO1 | 0.2
Cc1ccc(C(=O)NCc2ccccn2)o1 | 0.0
Cc1ccc(NC(=S)NCCc2ccc(S(N)(=O)=O)cc2)cc1C | i
CC1CC1c1ccc(/C=C(\C#N)C(=O)Nc2ccccc2Cl)o1 (configuration not stated) | 2.1

Among those listed so far, these contain a COOH group.
SMILES | Dengue inhibitors
Cc1ccc(/C=C/C(=O)O)cc1S(=O)(=O)N(C)CCO | 0.3
CCSc1nnc(NC(=O)C2CCCCC2C(=O)O)s1 (configuration not stated) | 1.0
Cc1cccc(S(=O)(=O)NC(Cc2c[nH]c3ccccc23)C(=O)O)c1 (configuration not stated) | 0.0

More structures:
SMILES | Dengue inhibitors
CC(C)COc1cccc(C(=O)NC(=S)Nc2cccc(NC(=O)c3ccccc3Cl)c2)c1 | 0.8
COc1ccc(-c2cccc(C(=O)Nc3ccccc3C)c2)cc1 | i
CCOc1ccc(S(=O)(=O)NCc2ccc(C)cc2)c2cccnc12 | 0.2
Cc1cc(SCC(=O)NN=C2CCN(C(C)C)CC2)c(C)cc1Br | 0.1
CCOC(=O)C1CCN(C(=O)c2ccccc2NS(=O)(=O)c2ccc(F)c(F)c2)CC1 | i
O=C(/C=C/c1ccco1)Nc1ccccc1N1CCOCC1 | i
CN(C)CCNC(=O)C(=O)NCC1OCCCN1S(=O)(=O)c1cccs1 (configuration not stated) | i
N#CC1=C(N)Oc2cc(N)ccc2C1c1ccsc1 (configuration not stated) | i
CCCCCC[n+]1c(-c2ccccc2)csc1Nc1ccccc1 | 7.2
CC(C)c1ccc(NC(=S)NN2CCOCC2)cc1 | 0.3
Cc1ccc(Cn2cnc3ccccc32)cc1C | 0.5
COc1cc(C2CC(=O)Nc3cc(C)c(C)cc32)cc(OC)c1OC (configuration not stated) | i
Fc1ccc(Nc2nc(-c3ccncc3)nc3ccccc23)cc1 | 0.1
CCCc1ncc(C(O)(c2ccccc2)c2ccc(C)cc2)n1C (configuration not stated) | 0.3
O=C(Cn1cc(C(F)(F)F)ccc1=O)N/N=C/c1ccc(Cl)c(Cl)c1 | 2.4
Cc1cccc(C(=O)NC(=S)NCc2cccnc2)c1 | 0.0
CSC(C(=O)c1cc2ccccc2o1)c1ccccc1 (configuration not stated) | 1.1
Cc1ccccc1-n1cc(C(=O)c2cc(Cl)ccc2O)cc(C#N)c1=O | i
COc1cccc(/C=N/NC(=O)C(=O)Nc2ccccc2OC(F)(F)C(F)F)c1 | i
C[C@H]1[C@H](c2ccccc2)C[C@@H](C(=O)O)C1(C)C | 0.3
O=C1c2ccccc2C(=O)N1CC1=NCCc2ccccc21 | 1.2
N#C/C(=C\c1cccn1-c1ccccc1)C(=O)NC1CCCCC1 | 2.5
Cc1cc(C)c(S(=O)(=O)n2c([N+](=O)[O-])cnc2C)c(C)c1 | 0.6
COc1ccc(Cl)cc1NC(=O)C(C)NC(c1ccccc1)c1ccccc1 (configuration not stated) | 10.7
Cc1cccc(-n2c(C)cc(C=C(C#N)C#N)c2C)c1 | i
Cc1cc(C(=O)NNC(=S)Nc2ccccc2C)cs1 | 0.4
CCOC(=O)CC1C(=O)NCCN1C(=S)Nc1ccccc1 (configuration not stated) | 0.6
O=C(CNC(c1ccccc1)c1ccccc1)Nc1ccccc1-c1ccccc1 | 25.7*
CCOC(=O)[C@H]1[C@H]2COc3ccccc3[C@@H]2N2C(=O)c3ccc(C)cc3NC(=O)[C@@]12C | i
COc1cc(NC(=S)N2CCC(C(N)=O)CC2)cc(OC)c1 | 1.1
COc1cccc(-c2cc(C(=O)Nc3ccc([N+](=O)[O-])cn3)c3ccccc3n2)c1 | 0.6
CCNC(=S)N/N=C(\C)c1cc2ccccc2o1 | 1.0
O=C1C2C(C(=O)N1/N=C/c1ccc([N+](=O)[O-])o1)C1C=CC2C12CC2 (configuration not stated) | 10.0
Cc1nn(-c2ccccc2)c(Cl)c1/C=N/NC(=O)c1ccccc1NS(=O)(=O)c1cccs1 | 2.5
CCc1ccc(NC(=O)C2CC(=O)Nc3ncnn32)cc1 (configuration not stated) | 1.0
COc1ccc(-c2c(C(F)(F)F)oc3cc(OCC(=O)Nc4ccccc4C(F)(F)F)ccc3c2=O)cc1OC | 3.5
CCCNC(=O)C(Cc1cccc(Br)c1)NC(=O)c1ccc(C#N)cc1 (configuration not stated) | 0.1
